High-throughput results: PubChem, several laboratories
ER stress rescue – rescue of cells from ER stress-induced death, primary screen, 384-well, CSM14.1, thapsigargin, ATP luminescence (AID 1222); CSM14.1 thapsigargin-induced death rescue, ATP luminescence; higher % means a stronger effect; one-dose cellular ATP content (survival), % at 20 µM; EC50 in µM for titrated hits; 190,000 tested, under 10 active;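 active means EC50 below 50 µM in the dose-response confirmation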;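 further: death triggered by thapsigargin at about 15 µM added after 2 h compound pretreatment; cell ATP read after overnight thapsigargin exposure of roughly 18 to 22 hours; normalized against plate controls of thapsigargin alone and 5% DMSO vehicle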
PhoP inhibition – inhibitors of PhoP regulon expression, primary screen, Salmonella Typhimurium, GFP reporter (AID 1863); S. Typhimurium PhoP-regulated promoter GFP reporter, 4 h; higher % means a stronger effect; inhibition, % at 50 µM, or IC50 in µM where a hit was titrated; 0.16% of 300,000 active;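 active means inhibition over 29.93%, a cutoff 3 SD above the screen mean, later confirmed by dose response; inconclusive means inhibition over 29.93% but no dose response follow-up; inactive means inhibition at most 29.93% or unconfirmed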;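 further: 0% = low Mg2+ inducing control and 100% = high Mg2+ repressing control; strong numbers were not always called active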
Insulin prom up – insulin promoter activators in MIN6 cells, imaging, high-content screening, mouse beta cells. MIN6 insulin promoter-GFP reporter; stronger effect = higher value. z-score at 5 µM. 0.3% of 190,000 active;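 active means z-score above 3 at 5 µM with at least 500 cells counted in the well; inconclusive means wells under 500 cells, flagged as cytotoxic or low count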
human PMI inhibition – inhibitors of human PMI, primary screen, biochemical, fluorescence intensity, coupled assay (AID 1209). Mannose-6-phosphate isomerase (Homo sapiens). purified PMI enzyme, coupled fluorescence intensity; higher % means a stronger effect. inhibition, % at 20 µM; hits with a dose series show IC50 in µM. 0.42% of 190,000 active;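 further: plate controls were DMSO vehicle for no effect and wells lacking substrate for full effect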
West Nile virus CPE – West Nile virus antiviral activity, cell-based, CPE readout (AID 1621) | West Nile virus-infected cells, CPE inhibition; higher % means a stronger effect | CPE inhibition, % at 10 µM; hits with a dose series show IC50 in µM | 0.02% of 290,000 active; in the data active means a potency from the dose series; inconclusive means CPE inhibition mostly from about 3.7% at the one dose, without a potency; inactive means the rest, 99 in 100 with CPE inhibition below about 2.2%; further: strong numbers were not always called active
SV40 large T antigen – SV40 large T antigen inhibitors, biochemical (AID 1903); SV40 large T antigen ATPase/helicase inhibition assay; higher % means a stronger effect; one-dose inhibition, % at 20 µM; IC50 in µM for titrated hits; 0.39% of 310,000 active; in the data active means a potency from the dose series; inconclusive means inhibition mostly from about 32% at the one dose, without a potency; inactive means the rest, 99 in 100 with inhibition below about 32%; further: strong numbers were not always called active
human PMI inhibitors – human PMI inhibitors, high substrate, primary screen, biochemical, fluorescence intensity, high mannose 6-phosphate (AID 1220) | inhibition, % at 20 µM; hits with a dose series show IC50 in µM | recombinant PMI enzyme, coupled fluorescence intensity; higher % means a stronger effect | 0.66% of 190,000 active
RSV CPE inhibition – RSV antiviral activity via CPE protection, HEp-2 cells, primary 10 µM value included (AID 2391) | CPE inhibition, % at 10 µM, or IC50 in µM where a hit was titrated | HEp-2 cells, RSV-induced CPE inhibition; higher % means a stronger effect | 0.13% of 310,000 active; in the data active means a potency from the dose series; inconclusive means CPE inhibition mostly from about 23% at the one dose, without a potency; inactive means the rest, 99 in 100 with CPE inhibition below about 21%; further: strong numbers were not always called active
TNAP activators – human TNAP enzyme activators, primary screen, biochemical, luminescent, no phosphate acceptor, uHTS (AID 1001); Alkaline phosphatase, tissue-nonspecific isozyme (Homo sapiens); purified TNAP, luminescent activation assay, no phosphate acceptor; higher activation fold means a stronger effect; activation fold at 20 µM; hits with a dose series show EC50 in µM; 0.03% of 200,000 active; in the data active means activation fold from about 3, or a potency from the dose series; inactive means the rest, 99 in 100 with activation fold below about 1.6; further: many of its hits are not listed in these tables
Insulin prom up cell count – also measured in Insulin prom up; calls as there; cell count; measured here: cytotoxicity, nuclei count;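 total cells summed across four imaged fields per well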
* = called active by the depositor; ? = inconclusive; / = no result given. Unless noted, no stated cut-off is given here; in the data, active means inhibition above about 50%; inactive means the rest. Rows were taken by chance; overall some 1.5% were active at least once.

Value order: ER stress rescue, PhoP inhibition, Insulin prom up, Insulin prom up cell count, human PMI inhibition, West Nile virus CPE, SV40 large T antigen, human PMI inhibitors, RSV CPE inhibition, TNAP activators
O=C(/C=C/c1ccccn1)c1cc(Cl)cc(Cl)c1O
  /, -13%, -1.6, 1399, /, -0.2%, 13%, /, 7.2%, /
O=[N+]([O-])c1cccc(N/N=C/c2cccc3ccccc23)c1
  0.1%, 25%, 0.17, 1465, -6%, -0.7%, 18%, -4%, ?, 0.9
O=C(c1ccc(-n2cccc2)cc1)N1CCCCC1
  /, -3%, -0.11, 1125, -20%, 0.3%, 2%, -12%, 7.9%, 1.1
O=C(NNS(=O)(=O)c1ccccc1F)c1ccccc1-n1cccc1
  /, 0%, /, /, /, -0.1%, 2%, /, 0.1%, /
O=S(=O)(N/N=C/c1c(F)cccc1Cl)c1ccccc1
  -0.8%, -6%, 1.9, 1427, -36%, 0.2%, 5%, -93%, 0.3%, 1.1
CCOC(=O)c1[nH]c(C)c(C(=O)NCc2ccc(OC)cc2)c1C
  2.4%, 2%, 0.42, 843, -6%, -0.2%, 1%, -4%, 0.5%, 1
CCOC(=O)c1sc2ncn(C(C)C(=O)OCC)c(=O)c2c1C (centres undefined)
  -3.9%, 3%, -0.38, 1327, 9%, 0.1%, -3%, 4%, 4.2%, 1.1
COC(=O)c1cc(NC(=O)CSc2nncn2C)cc(C(=O)OC)c1
  -0.2%, -13%, /, /, 9%, 0.2%, 3%, 7%, 1.2%, 1
CCCN1CCN(CC(=O)Nc2nncs2)CC1
  /, -2%, /, /, /, -0.6%, 7%, /, 0.0%, /
COc1ccc(NC(=O)CN(C)CC(=O)Nc2ccc(Cl)c(S(=O)(=O)N(C)C)c2)cc1
  -0.9%, -7%, 0.3, 1213, 3%, -0.7%, 13%, -1%, 3.0%, 1.1
O=C(COc1ccccc1)Nc1ccc(N2CCN(C(=O)c3cccs3)CC2)cc1
  1.2%, /, -0.26, 1633, 1%, -1.6%, /, -1%, 5.1%, 1.1
CCC1CN(C(=O)N2CCC(C(=O)NCCc3ccccc3OC)CC2)c2ccccc2O1 (centres undefined)
  /, 3%, /, /, /, -0.3%, 6%, /, 7.9%, /
Cc1ccc(CNC(=O)CCNS(=O)(=O)c2ccc(C)cc2)cc1
  -0.9%, -3%, 0.49, 738, -3%, 0.0%, 12%, -7%, 1.4%, 1.1
CCNC(=S)N/N=C/c1c(Cl)cccc1Cl
  -0.5%, 15%, -0.19, 1285, -5%, -1.4%, 6%, -5%, 7.2%, 1.1
CC(C)c1ccc(NC(=O)CCC(=O)NCc2ccco2)cc1
  /, 11%, /, /, /, -0.4%, 5%, /, -1.7%, /

Whole records from above. Order of values: ER stress rescue	PhoP inhibition	Insulin prom up	Insulin prom up cell count	human PMI inhibition	West Nile virus CPE	SV40 large T antigen	human PMI inhibitors	RSV CPE inhibition	TNAP activators
Listed for CCNC(=S)N/N=C/c1c(Cl)cccc1Cl = -0.5%	15%	-0.19	1285	-5%	-1.4%	6%	-5%	7.2%	1.1
Listed for O=C(/C=C/c1ccccn1)c1cc(Cl)cc(Cl)c1O = /	-13%	-1.6	1399	/	-0.2%	13%	/	7.2%	/

(list continues)
Value order: ER stress rescue, PhoP inhibition, Insulin prom up, Insulin prom up cell count, human PMI inhibition, West Nile virus CPE, SV40 large T antigen, human PMI inhibitors, RSV CPE inhibition, TNAP activators
CCCCCOc1ccc(NC(=O)C(=O)NCC2CCCN2CC)cc1 (centres undefined)
  -2.5%, -5%, -0.28, 1438, 10%, -0.6%, 2%, 9%, -4.2%, 1.1
O=C(Cn1cnc2c(nnn2Cc2ccc(F)cc2)c1=O)N1CCCCC1
  -1.2%, 3%, 0.77, 1498, 0%, /, 5%, 2%, 0.3%, 1
CCC1CCCCN1CCCNC(=O)CSc1nc2nc(C)c(Cc3ccccc3)c(C)n2n1 (centres undefined)
  /, -6%, /, /, /, 0.1%, 6%, /, -0.4%, /
O=C(CCCn1c(=S)[nH]c2cc3c(cc2c1=O)OCO3)N1CCN(c2ccccc2F)CC1
  -0.5%, -3%, -0.96, 1839, 10%, -0.5%, 3%, 7%, 21%, 1.1
COc1cc(SC)ccc1C(=O)NCCc1ccccc1
  -1.4%, -10%, 0, 1370, 4%, -0.6%, 14%, 14%, 16%, 1
O=C(CSCc1c(F)cccc1Cl)NCCSCc1ccco1
  -1.6%, -4%, 0.26, 1539, 4%, -0.2%, 8%, 4%, 4.5%, 1.1
Cc1onc(-c2ccccc2)c1C(=O)n1cccn1
  -2.4%, -19%, -0.08, 1283, 3%, 0.5%, 18%, -5%, 0.6%, 1.1
CCN(CC)S(=O)(=O)c1cccc(NN=c2c(=O)c3ccccc3c2=O)c1
  /, -8%, 0.63, 991, /, 0.3%, 10%, /, -0.2%, /
CCc1c(C)nc2ncnn2c1N1CCCC(C(=O)Nc2ccc(NC(C)=O)cc2)C1 (centres undefined)
  0.1%, 2%, 1.7, 1459, 3%, /, 14%, -3%, 3.7%, 1.1
CC(C)N=C(Nc1ccccc1)c1cccnc1
  1.2%, -3%, /, /, -4%, 0.7%, -2%, 3%, 3.3%, 1.1
c1ccc(-c2nnc(N3CCOCC3)c3ccccc23)cc1
  -0.8%, -8%, 0.25, 1586, -5%, 0.7%, 18%, -4%, 4.6%, 1.1
COc1ccc(/C(O)=C2/C(=O)C(=O)N(CCCN(C)C)C2c2ccccc2)cc1OC (centres undefined)
  -2.3%, -20%, /, /, 2%, 0.5%, 10%, 6%, -0.3%, 1.1
COc1cc(NC(=O)Cn2cnc3c(nc4n3CCCCC4)c2=O)cc(OC)c1OC
  /, 3%, /, /, /, 0.3%, 23%, /, -0.4%, /
O=C(/C=C/c1ccco1)N1CCN(c2ccc(F)cc2)CC1
  /, 5%, 1, 880, /, -0.1%, 14%, /, 2.4%, /
Cc1ccc(F)cc1NC(=O)CCC(=O)c1cccs1
  0.9%, -1%, 1.4, 878, 3%, -0.1%, 21%, 6%, 1.0%, 1.1
CCOC(=O)C1(Cc2cccc(F)c2)CCN(Cc2cnn(CC)c2C)CC1
  0.9%, 1%, 0.72, 1604, /, -1.4%, 24%, /, -2.4%, 1
CCOC(=O)c1ccc(NC(=O)CCSCCc2ccccn2)cc1
  4.1%, -4%, -0.51, 1299, 4%, 0.4%, 16%, 2%, 1.7%, 1.1
O=[N+]([O-])c1cccc(N2Cc3ccccc3C2)c1
  0.0%, 4%, 0.2, 1533, 1%, 0.1%, 2%, 1%, 1.7%, 1.1
OC(COC(c1ccc(F)cc1)c1ccc(F)cc1)CN1CCCC1 (centres undefined)
  /, 4%, /, /, /, -0.3%, -17%, /, -0.2%, /
COc1ccc(Cl)cc1NC(=O)Nc1ccc(C(=O)N2CCCC2)cc1
  /, 7%, /, /, /, 0.2%, 4%, /, 21%, /
Cc1ccccc1NC(NC(=O)c1cccnc1)C(Cl)(Cl)Cl (centres undefined)
  -2.8%, 16%, -0.07, 1508, 8%, -0.5%, 7%, 0%, 2.2%, 1.2
COc1cc(OC)c(C2C3=C(CCCC3=O)Nc3nc4ccccc4n32)cc1OC (centres undefined)
  -0.1%, -1%, 1.5, 1233, 18%, -0.1%, 18%, 14%, 0.9%, 1
CCOc1ccc(/C=C(/NC(=O)c2ccc(Cl)cc2)C(=O)O)cc1OCC
  /, 3%, 0.15, 1137, /, 0.6%, 5%, /, 1.7%, /
O=C1c2oc3ccc(F)cc3c(=O)c2C(c2ccccc2)N1CC1CCCO1 (centres undefined)
  -0.4%, 13%, /, /, 13%, -0.6%, 10%, 11%, 0.4%, 1.1
Cc1cc(=O)n2[nH]c(CCC(=O)O)nc2n1
  /, -2%, 0.21, 1018, /, 0.2%, 13%, /, 2.1%, /
CC(=O)Nc1ccc([N+](=O)[O-])c(CS(=O)(=O)c2ccc(C)cc2)c1[N+](=O)[O-]
  /, 2%, /, /, /, 0.3%, 3%, /, 1.6%, /
CCc1ccc(NC(=O)c2ccc(C3SCC(=O)N3CCc3ccccc3)cc2)cc1 (centres undefined)
  -0.6%, 8%, /, /, 4%, /, -2%, 8%, 5.5%, 1.1
COc1ccccc1CCNC(=O)c1cnccn1
  -4.5%, -8%, 0.91, 824, -9%, -0.3%, -5%, -11%, 2.9%, 1
CCOC(=O)c1c(C)noc1-c1ccco1
  /, 3%, -0.29, 1481, /, 0.6%, 14%, /, /, /
CCCN(CCC)S(=O)(=O)c1ccc(C(=O)N2CCC(=O)c3ccccc32)cc1
  1.6%, 1%, -1.1, 1200, 8%, -0.3%, 1%, 18%, 0.1%, 1

Limited to Insulin prom up cell count, human PMI inhibition and ER stress rescue, for some of the entries so far:
SMILES,Insulin prom up cell count,human PMI inhibition,ER stress rescue
COc1ccccc1CCNC(=O)c1cnccn1,824,-9%,-4.5%
CCOC(=O)c1c(C)noc1-c1ccco1,1481,/,/

The list continues.
Value order: ER stress rescue, PhoP inhibition, Insulin prom up, Insulin prom up cell count, human PMI inhibition, West Nile virus CPE, SV40 large T antigen, human PMI inhibitors, RSV CPE inhibition, TNAP activators
O=C(Cn1cc([N+](=O)[O-])cn1)Nc1ccccn1
  -3.0%, 12%, -0.56, 1634, -2%, -0.1%, 1%, -7%, 0.8%, 1.1
O=C(CCCn1c(=O)oc2ccccc21)N1CCN(c2ccccn2)CC1
  /, -3%, /, /, /, 0.6%, 11%, /, 2.0%, /
CCN(CC)C(=O)Cn1cc(/C=C(\C#N)C(=O)NC2CC2)c2ccccc21
  /, -5%, /, /, /, -0.6%, 6%, /, 2.5%, /
O=[N+]([O-])c1ccc(Cl)c(CN2CCSCC2)c1
  6.1%, 18%, -0.02, 1423, -6%, -0.1%, 15%, -17%, 2.0%, 1.1
CC(=O)c1cccc(NC(=O)CCCCCn2nnc3ccccc3c2=O)c1
  /, 11%, /, /, /, 0.5%, 8%, /, 2.0%, /
COc1ccc(NC(=O)N2CCC(c3nc(-c4cccs4)no3)CC2)cc1
  -1.1%, -11%, -0.24, 1772, 6%, /, -2%, 4%, 2.0%, 1
O=C(NCc1ccccc1)C(=O)NCC(c1ccco1)N1CCN(c2ccccc2F)CC1 (centres undefined)
  /, -2%, -0.17, 1282, 8%, -2.1%, 6%, 7%, 22%, 1.2
CCC(=O)N1CCN(c2ccccc2NC(=O)c2ccc(OC)c(Cl)c2)CC1
  -4.2%, 10%, /, /, 10%, -0.6%, /, 8%, 2.6%, 1.1
COc1ccc(N(C)C(=O)Cn2c(=O)oc3ccccc32)c(OC)c1
  /, 7%, /, /, /, 0.5%, 19%, /, 1.7%, /
CCOc1ccccc1NC(=O)Nc1ccncc1
  /, 5%, /, /, /, -0.7%, -1%, /, 0.1%, /
